NCI-60 one-dose screen, 48 h, at 10 µM unless noted. Numbers give growth in % (100 = growth as untreated, 0 = no growth, -100 = all killed).
HCT-15 = HCT-15 colon cancer | hit rate 5.2% among 82,000 | AID 1794746
COLO 205 = COLO 205 colon cancer. hit rate 7.3% among 79,000. AID 1794742
HT29 = HT29 colon cancer | hit rate 7.4% among 81,000
SW-620 = SW-620 colon cancer; hit rate 5.2% among 82,000; AID 1794795
NCI-H522 = NCI-H522 lung cancer. hit rate 8% among 78,000
NCI-H23 = NCI-H23 lung cancer | hit rate 4% among 80,000 | AID 1794731
NCI-H226 = NCI-H226 lung cancer; hit rate 3.5% among 79,000; AID 1794732
NCI-H460 = NCI-H460 lung cancer; hit rate 6.8% among 82,000
Numbers without * were called inactive. How the source made its calls: active means growth percent below 10; inactive means the rest. The list is partial; rates above refer to the full screens.

SMILES	HCT-15	COLO 205	HT29	SW-620	NCI-H522	NCI-H23	NCI-H226	NCI-H460
CC[C@@H]1C(=O)OC[C@@H]1Cc1cncn1C	97	98	98	102	97	103	91	107
